FBW7 activator – human FBW7 E3 ligase activation, primary screen | AlphaScreen FBW7–phospho-cyclin E peptide binding, activator screen | normalized activity (activation), % at 26.1 µM | 0.13% of 650,000 active | AID 1259310; in the data active means normalized activity above about 1.9%;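 further: purified mutant Fbw7 with reduced substrate affinity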
TEAD-YAP inh – TEAD-YAP interaction inhibition. HEK-TIYL cells, TEAD-Gal4/YAP UAS-luciferase luminescence. inhibition, % at 9.12 µM. 1.4% of 640,000 active. AID 1259422; in the data active means inhibition above about 32%;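 further: 0% = median of test compound wells and 100% = reference inhibitor wells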
GPR151 activ – activates the human receptor GPR151; Q8TDV0; PathHunter beta-arrestin GPR151 cells, luminescence; activation, % at 11.2 µM; 1% of 650,000 active; in the data active means activation above about 4.9%;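 further: 0% = median of compound wells and 100% = cells with positive control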
Target sequence (Q8TDV0 whole entry, looked up): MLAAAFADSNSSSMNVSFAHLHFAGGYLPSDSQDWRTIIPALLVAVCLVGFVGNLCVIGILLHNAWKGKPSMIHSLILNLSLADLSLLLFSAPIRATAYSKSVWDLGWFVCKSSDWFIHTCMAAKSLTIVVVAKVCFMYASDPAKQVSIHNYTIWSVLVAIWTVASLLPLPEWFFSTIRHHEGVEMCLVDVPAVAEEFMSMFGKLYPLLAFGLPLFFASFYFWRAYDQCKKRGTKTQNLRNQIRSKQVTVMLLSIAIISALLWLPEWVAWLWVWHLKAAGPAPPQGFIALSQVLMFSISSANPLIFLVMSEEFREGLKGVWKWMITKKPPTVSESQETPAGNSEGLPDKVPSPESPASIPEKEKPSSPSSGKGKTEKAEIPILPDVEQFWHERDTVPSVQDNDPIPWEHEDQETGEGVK
MITF inh – inhibitors of human MITF. AlphaScreen MITF homodimerization, bead proximity signal. 0.91% of 650,000 active. inhibition, % at 2.6 µM; in the data active means inhibition above about 50%;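 further: 0% = vehicle wells with protein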
Target sequence (O75030 whole entry, looked up): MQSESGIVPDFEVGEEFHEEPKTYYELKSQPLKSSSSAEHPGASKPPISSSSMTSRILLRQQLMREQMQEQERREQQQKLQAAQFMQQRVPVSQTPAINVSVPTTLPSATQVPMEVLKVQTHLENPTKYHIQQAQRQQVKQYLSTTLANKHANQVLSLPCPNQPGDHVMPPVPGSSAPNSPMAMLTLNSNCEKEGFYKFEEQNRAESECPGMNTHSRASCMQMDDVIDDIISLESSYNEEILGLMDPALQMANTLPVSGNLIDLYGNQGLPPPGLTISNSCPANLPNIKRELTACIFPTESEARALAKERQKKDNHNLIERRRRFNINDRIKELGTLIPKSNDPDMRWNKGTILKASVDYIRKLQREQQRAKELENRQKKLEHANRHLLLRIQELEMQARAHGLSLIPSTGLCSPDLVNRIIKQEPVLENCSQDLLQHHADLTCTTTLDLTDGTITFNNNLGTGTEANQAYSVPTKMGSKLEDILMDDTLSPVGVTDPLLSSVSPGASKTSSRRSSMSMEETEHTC
* = called active by the depositor; & = joins results of further samples. An excerpt (hit frequency here may not be typical).

For COc1cc(/C([O-])=N/c2c[n+](CCc3ccccc3)no2)cc(OC)c1OC the results were FBW7 activator -0.1, TEAD-YAP inh -1.2, GPR151 activ -1.6 and MITF inh -1.0.
Screening COc1cc(CN2CCN(C(C)C)C(CCO)C2)cc2c1OCO2 (stereo not given) returned FBW7 activator 0.3, TEAD-YAP inh 6.5, GPR151 activ 0.3 and MITF inh 12.6.
CCN1CCN(c2c(N)cccc2Cl)CC1 was read as FBW7 activator -0.1&-0.1, TEAD-YAP inh -3.2&-2.3, GPR151 activ -0.5&0.0 and MITF inh -0.6&-4.4.
`O=C(Nc1ccccc1-c1ccccc1)N1CC2CC(C1)c1cccc(=O)n1C2` (stereo not given) gave FBW7 activator -0.2, TEAD-YAP inh -0.8, GPR151 activ -1.2 and MITF inh 5.3.
Screening C/C=C1/CN2CC[C@]34C(=C(C=O)[C@H]1C[C@H]23)Nc1ccccc14 returned FBW7 activator -0.1, TEAD-YAP inh -5.5, GPR151 activ 1.9 and MITF inh 0.1.
Screening Cc1ccc(S(=O)(=O)N(CCC#N)[N+](=O)[O-])cc1[N+](=O)[O-] returned FBW7 activator -0.1, TEAD-YAP inh -0.8, GPR151 activ 1.4 and MITF inh -14.2.
`C=CCOC(=O)C1C2NC(=S)N(CCCOC)C1(C)Oc1c(OC)cccc12` (stereo not given) gave FBW7 activator 0.0, TEAD-YAP inh 5.8, GPR151 activ 2.2 and MITF inh 2.0.
CCC1(CC)C(=O)C=CNC1=O was read as FBW7 activator 0.1&0.0, TEAD-YAP inh -14.1, GPR151 activ -0.4&0.0 and MITF inh 23.5&-23.4.
Screening CN1CCN(Cc2cccc(OC3CCCC3)c2)CC1CCO (stereo not given) returned FBW7 activator 0.3, TEAD-YAP inh 9.0, GPR151 activ -1.5 and MITF inh 10.9.
For O=C1CN=C(c2cccc([N+](=O)[O-])c2)c2cc([N+](=O)[O-])ccc2N1 the results were FBW7 activator 0.0, TEAD-YAP inh 1.3, GPR151 activ 0.0 and MITF inh -2.4.
For Nc1nonc1C(=O)NNC(=O)c1nonc1N the results were FBW7 activator 0.0, TEAD-YAP inh 2.5, GPR151 activ -1.8 and MITF inh 13.0.
Screening O=c1cccc2n1CC1CC2CN(Cc2ccc(Cl)c(Cl)c2)C1 (stereo not given) returned FBW7 activator 0.1, TEAD-YAP inh -5.1, GPR151 activ 2.1 and MITF inh 15.5.
For O=C1NC(=O)N(Cc2ccco2)C(=O)/C1=C\c1cn(Cc2ccccc2)c2ccccc12 the results were FBW7 activator -0.1, TEAD-YAP inh -0.1, GPR151 activ -0.5 and MITF inh 28.1.
Cc1ccc2onc(CC(=O)N3CCN(C)CC3)c2c1 was read as FBW7 activator -0.1, TEAD-YAP inh -13.6, GPR151 activ -2.0 and MITF inh 11.9.
For CN1CCN(c2ccc(F)cc2[N+](=O)[O-])CC1 the results were FBW7 activator 0.2, TEAD-YAP inh -1.2, GPR151 activ -0.6 and MITF inh 1.4.

Copied from the entries so far, three compounds:
Screening COc1cc(CN2CCN(C(C)C)C(CCO)C2)cc2c1OCO2 (stereo not given) returned FBW7 activator 0.3, TEAD-YAP inh 6.5, GPR151 activ 0.3 and MITF inh 12.6.
CCN1CCN(c2c(N)cccc2Cl)CC1 was read as FBW7 activator -0.1&-0.1, TEAD-YAP inh -3.2&-2.3, GPR151 activ -0.5&0.0 and MITF inh -0.6&-4.4.
`O=C(Nc1ccccc1-c1ccccc1)N1CC2CC(C1)c1cccc(=O)n1C2` (stereo not given) gave FBW7 activator -0.2, TEAD-YAP inh -0.8, GPR151 activ -1.2 and MITF inh 5.3.

Next section.
C=CCN1C(=O)NC(=O)/C(=C/c2ccoc2)C1=O was read as FBW7 activator 0.1, TEAD-YAP inh 4.4, GPR151 activ 0.5 and MITF inh 35.7.
For CCOc1cc(C(=O)N2CCC3(CC2)OCCO3)cc(OCC)c1OCC the results were FBW7 activator -0.1, TEAD-YAP inh 0.7, GPR151 activ -0.1 and MITF inh -3.1.
C[N+]1(C)CCOC(O)(c2ccc(-c3ccc(C4(O)C[N+](C)(C)CCO4)cc3)cc2)C1 (stereo not given) was read as FBW7 activator 0.0&0.1, TEAD-YAP inh -6.8, GPR151 activ 1.4&2.4 and MITF inh -16.4&17.2.
`O=C(Nc1ccc(Cl)cc1C(=O)c1ccccc1Cl)c1ccc([N+](=O)[O-])s1` gave FBW7 activator 0.2, TEAD-YAP inh 8.9, GPR151 activ 0.6 and MITF inh 19.0.
Screening CC1(C)CN2C(c3ccc(Br)cc3)N2C1 (stereo not given) returned FBW7 activator 0.1, TEAD-YAP inh -13.2, GPR151 activ -1.1 and MITF inh -1.8.
Screening CCN(C)CCc1c[nH]c2ccc(OC)cc12 returned FBW7 activator 0.0, TEAD-YAP inh 6.9, GPR151 activ 0.5 and MITF inh 6.4.
Screening O=C1CC(=O)N(c2cccc(Cl)c2Cl)C(=S)N1 returned FBW7 activator 0.4, TEAD-YAP inh -2.1, GPR151 activ -1.1 and MITF inh 12.1.
C#CCOc1ccc2c(c1)c(C(=O)OCC)c(C)n2CCCC was read as FBW7 activator -0.3, TEAD-YAP inh -1.3, GPR151 activ 0.1 and MITF inh -15.1.
O=C(Nc1ncccc1O)c1c(O)c2c(n(Cc3ccco3)c1=O)CCCC2 was read as FBW7 activator -0.2, TEAD-YAP inh 2.1, GPR151 activ 0.7 and MITF inh -8.2.
`CC(Cc1cccnc1)NC1CCN(c2ccc(NC(=O)CCc3ccccc3)cc2)CC1` (stereo not given) gave FBW7 activator -0.1, TEAD-YAP inh 6.8, GPR151 activ -1.0 and MITF inh 19.3.
Screening Cc1cc(Cl)ccc1OC(C)C(=O)O (stereo not given) returned FBW7 activator -0.1, TEAD-YAP inh 4.6, GPR151 activ 3.0 and MITF inh -1.4.
Screening CCOc1ccc(CN(CCc2ccc3c(c2)OCO3)Cc2ccccc2)cc1 returned FBW7 activator 0.2, TEAD-YAP inh -3.5, GPR151 activ 1.8 and MITF inh 15.1.
`Cc1ccc2c(c1)C1CN(C)CCC1N2C(=O)C1CCC1` (stereo not given) gave FBW7 activator 0.0, TEAD-YAP inh -7.6, GPR151 activ 0.8 and MITF inh 3.5.
`O=C1NC(=S)NC(=O)C1=Cc1ccsc1` gave FBW7 activator 0.0, TEAD-YAP inh -5.9, GPR151 activ -0.7 and MITF inh 20.6.
For CN[C@@H](C)[C@@H](O)c1ccccc1 the results were FBW7 activator 0.0, TEAD-YAP inh -11.0, GPR151 activ 0.8 and MITF inh -0.7.
Screening CCOC(=O)C1C2NC(=S)N(c3ccc(F)cc3)C1(C)Oc1c(OC)cccc12 (stereo not given) returned FBW7 activator 0.0, TEAD-YAP inh -6.0, GPR151 activ -1.3 and MITF inh 48.4.
Screening O=c1[nH]c(O)c(/C=C2\C=CC(c3cc(Cl)ccc3Cl)=N2)c(=O)[nH]1 returned FBW7 activator -0.2, TEAD-YAP inh 9.7, GPR151 activ 0.7 and MITF inh 0.2.
Screening CN1C(=O)N(C)C(=O)C2(Sc3ccccc3C2=O)C1=O returned FBW7 activator -0.7, TEAD-YAP inh 6.9, GPR151 activ 0.0 and MITF inh 5.5.
`O=C(Cc1ccccc1)N1CCN(Cc2ccccc2C(F)(F)F)CC1` gave FBW7 activator -0.1, TEAD-YAP inh 7.9, GPR151 activ 0.0 and MITF inh 44.2.
`C=C1[C@@H](C)[C@H]2C(Cc3ccccc3)NC(=O)C23C(OC(C)=O)/C=C/C(C)(O)C(=O)[C@@H](C)C/C=C/[C@H]3[C@@H]1O` (stereo not given in full) gave FBW7 activator -0.1&0.0, TEAD-YAP inh -19.6, GPR151 activ 1.3&1.4 and MITF inh 2.5&0.9.
COc1cccc(CCNC2C3CC4CC(C3)CC2C4)c1 (stereo not given) was read as FBW7 activator 0.3, TEAD-YAP inh 4.2, GPR151 activ -1.1 and MITF inh 12.7.
Screening CC(Cc1ccccc1)[n+]1cc(/N=C(\[O-])N(C)C)on1 (stereo not given) returned FBW7 activator -0.1, TEAD-YAP inh -1.7, GPR151 activ 0.7 and MITF inh 6.8.
Screening CN(C)C(=O)Oc1cc2ccccc2cc1OC(=O)N(C)C returned FBW7 activator 0.0, TEAD-YAP inh -4.0, GPR151 activ -0.5 and MITF inh -10.5.
Screening O=C(Nc1ccccc1)Oc1ccccc1 returned FBW7 activator 0.0, TEAD-YAP inh -7.2, GPR151 activ -1.5 and MITF inh 1.5.
`COc1ccccc1CCNCc1ccncc1` gave FBW7 activator -0.1, TEAD-YAP inh -0.3, GPR151 activ -0.1 and MITF inh 32.1.
CN1C(=O)C(=Cc2ccc(Sc3ccccc3)o2)C(=O)N(C)C1=O was read as FBW7 activator 0.2, TEAD-YAP inh 3.7, GPR151 activ -0.9 and MITF inh 19.6.
Cc1cc(C=C2C(=O)N(C)C(=S)N(C)C2=O)c(C)n1C1CCCCC1 was read as FBW7 activator 0.1, TEAD-YAP inh 4.9, GPR151 activ -0.2 and MITF inh -17.3.
Screening NNCc1cccc(O)c1 returned FBW7 activator 0.1, TEAD-YAP inh -1.1, GPR151 activ -0.3 and MITF inh 8.2.
For CC(=O)O/N=C1/C(=C\c2ccccc2OC(C)=O)N2CCC1CC2 the results were FBW7 activator 0.0, TEAD-YAP inh 3.6, GPR151 activ -0.4 and MITF inh 10.2.
CCSc1nnc(NC(=O)Cn2c[n+]([N-][N+](=O)[O-])cn2)s1 was read as FBW7 activator 0.0, TEAD-YAP inh -4.1, GPR151 activ -0.7 and MITF inh 8.4.

Filtered by structure, those above containing a thiophene ring, fused or not.
`O=C(Nc1ccc(Cl)cc1C(=O)c1ccccc1Cl)c1ccc([N+](=O)[O-])s1` gave FBW7 activator 0.2, TEAD-YAP inh 8.9, GPR151 activ 0.6 and MITF inh 19.0.
`O=C1NC(=S)NC(=O)C1=Cc1ccsc1` gave FBW7 activator 0.0, TEAD-YAP inh -5.9, GPR151 activ -0.7 and MITF inh 20.6.

The main list resumes, starting 2 compounds before the break.
For CC(=O)O/N=C1/C(=C\c2ccccc2OC(C)=O)N2CCC1CC2 the results were FBW7 activator 0.0, TEAD-YAP inh 3.6, GPR151 activ -0.4 and MITF inh 10.2.
CCSc1nnc(NC(=O)Cn2c[n+]([N-][N+](=O)[O-])cn2)s1 was read as FBW7 activator 0.0, TEAD-YAP inh -4.1, GPR151 activ -0.7 and MITF inh 8.4.
CN1C2CCC1CC(O)C2 (stereo not given) was read as FBW7 activator 0.1, TEAD-YAP inh -7.8, GPR151 activ -1.1 and MITF inh 28.1.
`CCOC(=O)Cc1csc(NC(=O)c2c(O)c3c(n(Cc4ccco4)c2=O)CCCC3)n1` gave FBW7 activator 0.0, TEAD-YAP inh 1.1, GPR151 activ 0.4 and MITF inh 9.1.
C=CCOC(=O)C1C2NC(=S)NC1(C)Oc1ccccc12 (stereo not given) was read as FBW7 activator -0.3, TEAD-YAP inh 36.0*, GPR151 activ -0.4 and MITF inh -0.2.
COc1ccccc1-n1c(O)c(/C=C2\C=Nc3ccccc32)c(=O)[nH]c1=O was read as FBW7 activator -0.1, TEAD-YAP inh 3.3, GPR151 activ 0.3 and MITF inh -5.9.
For CCN(CC)S(=O)(=O)c1ccc(NC(=O)CCc2nc(C3=CCN(C)CC3)no2)cc1 the results were FBW7 activator -0.1, TEAD-YAP inh 12.0, GPR151 activ -1.6 and MITF inh 82.8*.
Screening Cc1nc2ccccc2c(=O)n1-n1cnnc1 returned FBW7 activator 0.0, TEAD-YAP inh -3.4, GPR151 activ 1.7 and MITF inh 2.7.
CCOc1ccc(CN2CCN(Cc3ccccc3C)CC2)cc1 was read as FBW7 activator 0.0, TEAD-YAP inh 4.0, GPR151 activ 0.0 and MITF inh 63.6*.
CC(C)(C)c1ccc(OCCNc2ccc([N+](=O)[O-])c3cccnc23)cc1 was read as FBW7 activator 0.0, TEAD-YAP inh -5.6, GPR151 activ 1.2 and MITF inh -8.0.
`Oc1ccc(CN2CCN(c3ccccc3)CC2)cc1` gave FBW7 activator 0.1, TEAD-YAP inh -0.2, GPR151 activ 0.3 and MITF inh 16.8.
`O=c1c2ccccc2nc(/C=C\c2ccc(F)c(F)c2)n1-c1ccccc1F` gave FBW7 activator 0.0, TEAD-YAP inh -5.1, GPR151 activ 1.5 and MITF inh 5.9.
For C[C@]12CCC(=O)C=C1CCC1C2CC[C@@]2(C)C1CC[C@@H]2O (stereo not given in full) the results were FBW7 activator -0.1, TEAD-YAP inh 5.2, GPR151 activ 1.0 and MITF inh 11.2.
`CCOC(=O)C1=C(c2ccccc2)OC(N)=C(C#N)C12C(=O)Nc1ccccc12` (stereo not given) gave FBW7 activator 0.0, TEAD-YAP inh 2.8, GPR151 activ 0.0 and MITF inh -3.9.
`COc1ccc2nc(N3CCC(NC(C)Cc4cccs4)CC3)nc(C)c2c1` (stereo not given) gave FBW7 activator 0.7, TEAD-YAP inh 3.8, GPR151 activ -0.2 and MITF inh -5.9.
Screening c1ccc2cc(CNCCc3c[nH]c4ccccc34)ccc2c1 returned FBW7 activator 0.0, TEAD-YAP inh -14.6, GPR151 activ 1.5 and MITF inh 32.2.
`O=C(O)C1C2CC3CC(C2)CC1(n1ncc(N2CCOCC2)c(Cl)c1=O)C3` (stereo not given) gave FBW7 activator -0.2, TEAD-YAP inh 8.0, GPR151 activ 1.8 and MITF inh 9.8.
For COc1ccc2c([N+](=O)[O-])c(NCc3ccc(Cl)nc3)[nH]c2c1 the results were FBW7 activator 0.0, TEAD-YAP inh 3.5, GPR151 activ -0.5 and MITF inh -1.1.
For CCC(C)N1CCN(Cc2cccc(OC)c2)CC1 (stereo not given) the results were FBW7 activator -0.2, TEAD-YAP inh -4.5, GPR151 activ -0.7 and MITF inh 63.5*.
CCOc1ccc(NC(=O)C(Cl)(Cl)Cl)cc1 was read as FBW7 activator -0.1, TEAD-YAP inh -6.3, GPR151 activ -0.5 and MITF inh 5.7.

Bioassay records deposited in PubChem by The Scripps Research Institute Molecular Screening Center.
